PAX8 reporter – inhibitors of PAX8-driven TPO luciferase reporter, primary screen, RMG-I cells, single concentration | AID 652154, 2013 | 360,000 tested, 1.2% active | SteadyGlo, 24 h | inhibition, % at 12.6 µM;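 active means mean replicate inhibition at least 60% with every replicate also reaching 60%; inconclusive means only one of the two criteria is met; inactive means mean below 60% and not all replicates reaching 60%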;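 further: luciferase light reporting Pax8 driven TPO promoter activity; plate controls were median of neutral control wells for no effect and mitoxantrone controls for full effect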
Cneo AK release – Cryptococcus neoformans cell lysis inducers, primary screen, AK release luminescence, single concentration; C. neoformans lysis, adenylate kinase release luminescence, 4 h; normalised: neutral wells 0, clomiphene wells 100; lysis activity, % at 15 µM; 360,000 tested, 0.2% active; AID 651654, 2012;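 active means mean lysis activity across replicates of at least 80%, whatever share of replicates individually reach that level; inactive means mean lysis activity below 80%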
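Assay system: C. neoformans cells. Amount: yeast cell density of 5 × 10^6 cells/mL. Technique: AK luminescence. Buffer or medium: YPD. Times: static 4 h at 37 °C with compound, 1 h detection. Dosing: single-point compound dose. Read-out: lysis from increased AK signal.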
C2C12 statin – suppressors of statin myotoxicity in C2C12 myotubes, primary screen, cell-based, single point, plate reader; C2C12 myotubes + simvastatin, ATP luminescence, 48 h; scaled: DMSO 0, geranylgeraniol control 100; 330,000 tested, 0.78% active; AID 602340, 2012; rescue of ATP level, % at 7.49 µM;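 active means mean ATP rescue above about 67%, or every replicate alone reaching that limit, limit read from the data, passing the limit was not always enough; inconclusive means no clear call, values can overlap the other calls; inactive means mean under the limit and some replicate under it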;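 further: myotubes were challenged with 10 µM simvastatin during compound exposure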
ARNT-TACC3 inh – disruptors of ARNT/TACC3 protein interaction, primary screen, biochemical, AlphaScreen, single concentration; Transforming acidic coiled-coil-containing protein 3 (Homo sapiens), Q9Y6A5; 390,000 tested, 0.66% active; inhibition, % at 9.99 µM; AlphaScreen His-ARNT PAS-B/GST-TACC3 binding, luminescence; TACC3 fragment carries E629A point mutation; AID 623870, 2012;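 active means mean inhibition of replicates at least 50% and at least half of replicates each reaching 50%; inconclusive means half or more replicates reach 50% but mean below 50%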;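 further: 0% = complete ARNT plus TACC3 wells and 100% = ARNT alone without TACC3; many hits fall short of the cut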
GSIS activator – GLuc luminescence reporter in INS-1E cells, primary screen for activators of glucose-dependent secretion of insulin; INS-1E GLuc reporter insulin secretion, 2-3 h; AID 743287, 2014; activation, % at 16.6 µM; 370,000 tested, 0.61% active;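 active means lowest replicate activation of at least 40%, so every replicate reaches that level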;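 further: 0% = median of neutral control wells and 100% = median of IBMX positive control wells; some compounds called inactive have numbers as strong as hits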
LGR2 inh – inhibitors of bursicon-induced LGR2 CRE-luciferase signal, primary screen, cell-based, HEK293, CRE-luciferase reporter, bursicon stimulation | Drosophila bursicon receptor LGR2 (rickets) | bursicon-stimulated, 4 h | inhibition, % at 9.99 µM | 380,000 tested, 0.35% active;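 active means drop in luminescence signal, shown as inhibition above about 50% in the replicate tests, limit read from the data, passing the limit was not always enough; inconclusive means probably only some replicates passing the limit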;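 further: agonist challenge used bursicon conditioned medium at about half maximal strength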
PglD inh – C. jejuni PglD acetyltransferase inhibitors, primary screen, biochemical, DTNB colorimetric, single point; UDP-N-acetylbacillosamine N-acetyltransferase PglD (Campylobacter jejuni); purified PglD enzyme, DTNB colorimetric CoA detection; inhibition, % at 12.5 µM; 360,000 tested, 0.098% active; AID 602405, 2012; in the data active means inhibition above about 16%, passing the limit was not always enough; inconclusive means no clear call, values can overlap the other calls; further: strong numbers were not always called active
PGC1a acetyl inh – inhibitors of PGC1a acetylation signal, primary screen, cell-based, U2OS, AlphaScreen, inhibitor mode; AID 651687, 2012; AlphaScreen anti-acetyl-lysine; with virally co-expressed GCN5 acetyltransferase; 350,000 tested, 0.17% active; inhibition, % at 15.6 µM;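 active means every replicate shows inhibition of at least 40%; inconclusive means mean inhibition at least 40% but some replicate below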;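 further: 0% = neutral control wells and 100% = positive control wells; some results beyond the cut were filed as inactive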
* marks the source's active call; other numbers are inactive results; u = inconclusive; x = no result given; & = joins results of further samples.

Results follow in this order: PAX8 reporter, Cneo AK release, C2C12 statin, ARNT-TACC3 inh, GSIS activator, LGR2 inh, PglD inh, PGC1a acetyl inh
O=C(COc1ccccc1)NCC(=O)NC1CCCCC1
→ -10.6, x, x, -2.2, -1.5, -3.5, x, 2.1
O=C(CCC(=O)N1CCSc2ccccc21)NCc1cccc(Cl)c1
→ 9.3, -0.9, -4.8, x, -20.0, -2.0, 8.2, -2.1
Cc1ccc(NC2=C/C(=N\S(=O)(=O)c3cccs3)c3ccccc3C2=O)c(C)c1
→ x, 3.8, x, -2.2, x, x, 4.7, 92.9*
N#CC1(Nc2ccc([N+](=O)[O-])cc2)CCCC1
→ -24.9, x, x, -6.2, -8.6, 8.5, x, x
CCc1ccc(-c2nc(CN3CCC(C(=O)NCc4ccc(F)cc4)CC3)c(C)o2)cc1
→ x, 0.7, -15.8, 0.5, x, x, -0.1, x
O=C1N/C(=N\N=C\c2ccco2)SC1Cc1ccccc1[N+](=O)[O-] (stereo unspecified)
→ -1.5, x, x, -3.8, -3.5, -1.0, x, x
COc1ccc(S(=O)(=O)Nc2ccc3c(c2)CC(=O)N([C@H](C)CO)C[C@@H](C)[C@@H](CN(C)S(=O)(=O)c2ccc(C)cc2)O3)cc1
→ 8.2, -5.8, -9.0, -10.2, -12.6, -20.1, -0.9, -7.2
CCOC(=O)c1ccc(NC(=O)c2ccnn2C)cc1
→ -121.7, -2.2, -17.4, 1.3, 6.4, -54.7, 3.0, -4.2
CCOC(=O)CN1C(=O)CC(c2ccccc2)C1=O (stereo unspecified)
→ 5.7, 6.7, -7.2, -6.6, 12.5, -4.6, -4.4, 15.1
Cc1ccc(-c2cnc3c(c2)C(=O)N([C@H](C)CO)C[C@H](C)[C@@H](CN(C)C(=O)c2ccc(F)cc2)O3)cc1
→ x, 10.7, 38.7, -3.5, -38.2, -18.3, 0.3, -8.0
CC(C)NC(=O)Nc1ccc2c(c1)C(=O)N([C@H](C)CO)C[C@@H](C)[C@H](CN(C)CC1CC1)OCCCC[C@H](C)O2
→ -14.9, -0.9, -1.6, -9.3, 22.8, -15.0, -3.7, -1.7
COc1ccc(CNC(=O)C(=O)c2cn(CC(=O)N3CCCC3)c3ccccc23)cc1
→ 0.8, -1.4, -1.2, -0.5, x, 4.1, 2.2, 0.7
CCOc1ccc(C(=O)Nc2nnn(CC)n2)cc1
→ -64.5, -2.8, x, 7.7, x, x, 0.3, -1.3
O=c1c(-c2ccc(Cl)cc2)c[nH]n1-c1ccccc1
→ -24.2, 0.6, 5.1, -6.6, -10.0, -16.9, -8.2, 2.5
O=c1c([N+](=O)[O-])c(O)c2cccc3c2n1CCC3
→ 4.8, 1.1, 10.4, -4.2, 15.2, 15.5, -0.8, 6.6
C=C(CCO)C1=CCN(S(=O)C(C)(C)C)[C@H]1CCO (stereo partly specified)
→ -0.1, 1.0, -43.3, -5.0, 12.3, 0.3, -5.8, 5.5
COc1ccc(/C=N/NC(=O)CCN2CCN(c3ccccc3)CC2)c(OC)c1OC
→ x, 0.5, x, 1.4, -3.6, -12.4, -1.2, x
OCC1(Cc2ccccc2F)CCCN(CC2CCCCC2)C1 (stereo unspecified)
→ 13.8, -6.6, -1.7, 12.1, 20.6, -17.9, -1.1, -7.9
O=C(C[C@@H]1C[C@H]2c3cc(NS(=O)(=O)c4ccc(F)cc4)ccc3O[C@H]2[C@H](CO)O1)NC1CCCCC1
→ 11.8, -3.8, -3.7, 0.1, 2.6, 15.3, -0.6, -7.9
Cc1ccc(C)c(SCC(=O)Nc2cccnc2Cl)c1
→ -13.7, x, x, -6.7, 18.7, x, x, 12.6
CCCn1c(=O)c2ccccc2n2c(SCC(=O)NCc3cccs3)nnc12
→ x, -1.8, 45.5, 0.7, -1.0, x, 1.6, -3.2
Cc1ccc(S(=O)(=O)Nc2ccc3c(c2)C(=O)N([C@@H](C)CO)C[C@H](C)[C@H](CN(C)C(=O)Nc2ccc4c(c2)OCO4)O3)cc1
→ -14.5, x, 18.8, x, -4.5, -21.3, x, -8.3
O=C(CNCCO)N1N=C(c2cccs2)CC1c1cccs1 (stereo unspecified)
→ 6.7, x, x, 0.0, 2.7, 11.4, x, x
COc1ccc(C(C(=O)NC2CCCC2)N(C(=O)c2snc(C(N)=O)c2N)c2ccccc2OC)cc1OC (stereo unspecified)
→ 7.3, 0.2, -0.1, -7.0, 9.6, 7.9, -0.6, x
Cc1cnc(NC(=O)CSc2nnc(-c3ccncc3)n2C2CCCCC2)s1
→ 8.7, -4.0, x, -6.4, x, x, -4.3, x
C[C@H](NC(=O)C[C@H]1CC[C@@H](NC(=O)C2CC2)[C@H](CO)O1)c1ccccc1
→ -1.2, 0.3, -1.3, 3.0, 7.7, 3.9, 10.3, u
Cc1ccc(C(=O)NCc2ccc(N3CCN(C(=O)OC(C)(C)C)CC3)cc2)cc1
→ 8.6, -0.2, 6.5, -3.4, x, x, 8.0, x
Cc1onc(-c2ccc(Cl)cc2)c1-c1ccnc(SCC(=O)Nc2ccc(C(C)C)cc2)n1
→ 19.3, x, x, -1.0, 0.0, 11.5, x, x
COC(C(=O)NNS(=O)(=O)c1ccccc1[N+](=O)[O-])c1ccccc1 (stereo unspecified)
→ x, 3.1, 2.4, -13.0, x, -12.9, -3.7, x
C/C=C/c1ccc(C2[C@@H]3CN(C(=O)c4ccc5c(c4)OCO5)C[C@H]2N3)cc1 (stereo partly specified)
→ -1.8&3.8, x, x, x, 2.5&-15.9, -16.9&-5.3, x, 0.0&-17.4
CCc1nc2ccc(C(=O)NCc3ccc(C)o3)cc2nc1CC
→ -8.7, x, x, -5.9, -30.2, 2.8, x, x
N#CCC(=O)Nc1ccc(C(=O)OCC(=O)NC2CCCCCC2)cc1
→ -7.2, -1.0, -0.1, x, 2.1, 3.3, 2.0, 0.4
N#CC1=C(N)OC2=C(C(=O)CC(c3ccco3)C2)C1c1ccc(OCc2c(F)cccc2Cl)cc1 (stereo unspecified)
→ x, 1.0, -27.0, 1.2, x, x, 3.2, -14.8
CCCn1c(N)c(N(CCOC)C(=O)c2ccccc2)c(=O)[nH]c1=O
→ 12.8, 2.1, 2.2, 2.5, 1.8, -7.2, -3.0, 9.2
COc1ccc(NC(=O)C(=O)NCCC2CCCCN2S(=O)(=O)c2cccs2)cc1 (stereo unspecified)
→ 35.3, -0.7, -2.5, -3.1, 0.1, 1.5, -3.6, -65.4
COC(=O)[C@@H]1[C@@H](CO)[C@@H]2Cn3c(ccc(-c4ccccc4)c3=O)[C@@H]2N1C(=O)C1CC1
→ 2.3, 1.8, -17.2, -0.5, 17.1, -3.8, -1.1, x
CCN1[C@@H]2c3ccc(C4=CCCCC4)c(=O)n3C[C@@H]2[C@@H](CO)[C@@H]1C(=O)OC
→ -70.8, -0.5, -12.4, 3.0, 2.3, -0.2, -2.0, x
CCC(=O)Nc1ccc2c(c1)ncn2-c1ccc(C)cc1
→ -115.7, -6.4, -16.1, 15.6, 2.1, -35.1, 4.5, 0.1
Cc1cc(C)c(NC(=O)C2CCN(S(C)(=O)=O)CC2)c(C)c1
→ -6.2, -6.0, 1.3, x, 1.9, 6.9, 0.0, 5.6
CCC(=O)N1[C@@H]2c3ccc(-c4ccncc4)c(=O)n3C[C@@H]2[C@@H](CO)[C@@H]1C(=O)Nc1ccccc1
→ -0.7, -0.1, -6.3, -0.5, 9.5, -3.8, 2.2, 2.4
O=C(Oc1ccc(N(C(=O)c2ccncc2)S(=O)(=O)c2ccc(Cl)cc2)cc1)c1ccncc1
→ -13.7, -2.3, 1.6, -6.1, 3.2, 15.9, -10.4, x
C[C@H](CO)N1C[C@H](C)[C@@H](CN(C)Cc2ccncc2)Oc2ccc(NS(=O)(=O)c3cccs3)cc2CC1=O
→ -0.9, 2.5, -29.0, 1.8, -7.6, -5.1, -0.6, 1.9
c1ccn2c(Cc3nnc4ccccn34)nnc2c1
→ x, 0.5, -6.6, -5.8, 16.4, -9.8, -2.1, 0.5
CCCCNC(=S)Nc1ccc(-c2nc3ccc(C)cc3s2)cc1
→ -81.3, x, -25.9, -11.9, 28.4, 41.3, x, x
COCC(=O)N1[C@@H]2CN(C(=O)c3cccnc3)c3ccccc3[C@@H]2[C@@H]1CO
→ -2.8, -5.1, 4.6, -5.7, -4.9, 4.4, 1.7, 6.0
COC(=O)c1sc2ccccc2c1NC(=O)c1ccc(S(=O)(=O)N2CCCCC2)cc1
→ 4.6, x, x, -11.7, -17.5, 1.3, x, x
C[C@@H]1CCCCO[C@H](CN(C)C(=O)Nc2ccccc2)[C@@H](C)CN([C@H](C)CO)C(=O)c2cc(NS(=O)(=O)c3cccs3)ccc2O1
→ -6.2, 1.3, x, -8.4, -4.7, -8.4, 0.4, -4.8
C[C@H]1CN([C@@H](C)CO)C(=O)c2cc(C#Cc3cccnc3)cnc2O[C@@H]1CN(C)C
→ x, 1.9, 1.9, -2.6, 29.7, -0.6, 3.5, -19.5
COC(=O)c1cc(CSc2nnc(NC3CCCCC3)s2)oc1C
→ 5.9, 3.4, -9.2, x, x, x, 0.7, -1.8
CO[C@@H]1CN(C)C(=O)c2cc(NC(=O)c3ccc(F)cc3)ccc2OC[C@@H](C)N(C(=O)CC2CC2)C[C@H]1C
→ x, x, 2.1, x, -6.3, -22.1, x, 8.7
Cc1cc(C)n(-c2nc(SCCN3CCOCC3)c3c4c(sc3n2)CCCC4)n1
→ 16.6, 2.0, -15.3, 3.8, -34.8, -11.6, 8.2, 6.8
COc1cccc(NC(=O)COC(=O)/C=C/c2c(C)nn(-c3ccccc3)c2C)c1
→ -5.9, -2.5, 16.3, 1.6, -15.1, 0.8, -1.1, 7.3
O=C(CN1CCN(C(=O)C2CCCO2)CC1)Nc1ccc(Br)cc1 (stereo unspecified)
→ -3.3, -0.5, 5.1, x, -7.3, 3.4, -1.3, x
COc1ccccc1NCC(=O)c1ccc(Cl)cc1
→ -1.8, 0.9, 15.1, -8.9, -3.8, -1.8, -4.9, x
Cc1ccc(-c2csc(NC(=O)CSc3ncn(-c4ccccc4)n3)n2)cc1
→ -29.8, 1.0, x, -23.9, 4.4, x, 1.3, x
C[C@@H]1CN([C@@H](C)CO)C(=O)Cc2cc(NC(=O)C3CCCCC3)ccc2O[C@H]1CN(C)S(=O)(=O)c1ccccc1
→ -20.7, 4.9&4.3, 7.5&14.8, 1.3&-5.8, -3.7, 25.3, 0.8&-1.7, -0.8&6.3
O=C(CN1CCN(c2ccccn2)CC1)N1c2ccccc2CCc2ccccc21
→ -4.6, 3.3, -2.9, 0.9, x, x, -4.2, -0.4
Cc1ccc(-n2nc3c(c2NC(=O)c2cccs2)CS(=O)(=O)C3)cc1
→ -5.1, 1.5, -1.6, -19.5, 36.6, 1.5, -1.4, 0.2
